# Screening data (PubChem)
# PP5 inh: PP5 phosphatase inhibitors, primary screen, biochemical, fluorescence | 320,000 compounds, 0.18% hits | inhibition, % at 6.7 µM | purified PP5c, OMFP substrate fluorescence | Serine/threonine-protein phosphatase 5 (Homo sapiens), P53041;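 active = inhibition above the campaign's mean inhibition across all tested compounds plus 3 SD, cut at about 9.5% in these data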;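 also: 0% = DMSO only and 100% = 100 µM cantharidin control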
# Target sequence (P53041 whole entry, looked up): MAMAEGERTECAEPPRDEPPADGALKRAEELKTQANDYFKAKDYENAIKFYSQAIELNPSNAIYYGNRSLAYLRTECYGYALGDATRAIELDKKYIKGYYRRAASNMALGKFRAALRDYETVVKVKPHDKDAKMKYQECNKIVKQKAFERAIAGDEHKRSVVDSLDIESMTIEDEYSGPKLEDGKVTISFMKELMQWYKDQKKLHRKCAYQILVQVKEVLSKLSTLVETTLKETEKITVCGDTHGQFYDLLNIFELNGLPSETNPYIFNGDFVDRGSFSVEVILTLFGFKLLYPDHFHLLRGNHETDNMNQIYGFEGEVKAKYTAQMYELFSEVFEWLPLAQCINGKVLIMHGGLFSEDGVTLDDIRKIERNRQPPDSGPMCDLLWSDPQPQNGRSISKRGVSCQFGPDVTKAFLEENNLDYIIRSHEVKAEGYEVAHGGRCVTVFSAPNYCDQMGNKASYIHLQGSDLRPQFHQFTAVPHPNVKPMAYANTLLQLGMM
# Fh CTSL1 inh: Fasciola hepatica cathepsin L1 inhibitors, primary screen, counter-screen for PFM18AAP inhibitor project, biochemical, QFRET, fluorogenic peptide substrate. inhibition, % at 5.96 µM. recombinant F. hepatica cathepsin L1, Z-Leu-Arg-MCA fluorescence. 300,000 compounds, 0.49% hits;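 active = inhibition above the mean of all tested compounds plus 3 SD, set per screening campaign, cut at about 17% in these data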;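 also: 0% = plate median of test compound wells and 100% = 1 µM Z-Phe-Ala-diazomethylketone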
# procasp7 counter: procaspase-7 activators, primary screen, counter-screen for procaspase-3 activator project, biochemical, absorbance, HTS, human; 330,000 compounds, 0.093% hits; Caspase-7 (Homo sapiens), P55210; activation, % at 8.5 µM; recombinant procaspase-7, Ac-DEVD-pNA absorbance 405 nm; D23A/D198A/D206A triple mutant, cannot self-cleave; scale: DMSO 0, 5 µM enzyme 100;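 active = percent activation above the screen-wide mean plus 3 SD, cut at about 25% in these data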
# Target sequence (P55210 whole entry D23A/D198A/D206A): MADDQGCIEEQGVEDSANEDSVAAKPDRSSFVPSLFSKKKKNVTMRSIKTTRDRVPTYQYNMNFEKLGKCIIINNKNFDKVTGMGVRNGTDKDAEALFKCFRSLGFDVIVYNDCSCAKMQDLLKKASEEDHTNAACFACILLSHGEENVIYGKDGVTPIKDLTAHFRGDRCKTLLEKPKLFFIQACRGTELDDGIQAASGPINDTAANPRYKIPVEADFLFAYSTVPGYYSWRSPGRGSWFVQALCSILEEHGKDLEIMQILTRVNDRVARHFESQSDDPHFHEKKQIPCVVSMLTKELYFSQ
#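 Material: Procaspase-7 triple mutant (PC-7 D3A) | Quantity: 2 µM procaspase-7 mutant as dispensed | Reagent: DEVD-pNA substrate | Times: 1 h preincubation, 2 h reaction | Technique: 405 nm absorbance of p-nitroaniline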
# TPT1 inhibitor: Candida albicans TPT1 enzyme inhibitors, primary screen, biochemical, fluorescence polarization; tRNA 2'-phosphotransferase TPT1 (Candida albicans SC5314); recombinant caTPT1, FP RNA substrate dephosphorylation; inhibition, % at 5 µM; 300,000 compounds, 0.81% hits; AID 1962, 2009;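 active = inhibition above the mean of all tested compounds plus 3 SD, set per screening campaign, cut at about 24% in these data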;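 also: plate controls were DMSO alone for no effect and ferristatin control at 100 nM for full effect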
# GASC-1 inh: inhibitors of GASC-1 histone demethylase, primary screen, biochemical, fluorescence, DELFIA europium. Lysine-specific demethylase 4C (Homo sapiens), Q9H3R0. GST-JMJD2C(1-420) H3K9me3 demethylation. inhibition, % at 2.35 µM. 330,000 compounds, 0.069% hits;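 active = more than half of a compound's replicate wells show inhibition beyond 50%, single wells judged on their own value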;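 also: signal counts dimethyl H3K9 product captured on neutravidin plate; 0% = median of DMSO wells and 100% = 0.3 times that DMSO median; strong numbers were not always called active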
# HCV core dimer: inhibitors of HCV core protein dimerization, primary screen, biochemical, TR-FRET, high-throughput; TR-FRET GST/Flag-core106 dimerization, 1536-well; 300,000 compounds, 0.33% hits; AID 1899, 2009; inhibition, % at 5 µM;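 active = inhibition above the mean of all tested compounds plus 3 SD, set per screening campaign, cut at about 45% in these data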
#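 Assay system – GST-tagged and Flag-tagged HCV core protein residues 1-106 · Quantity – core106 proteins, GST 13.5 nM and Flag 17 nM · Benchmarks – unlabelled core106 and no-GST-core106 wells · Read-out basis – percent inhibition of core106 dimerization signal · Detection – time-resolved FRET, ex 340 nm, em 617 and 671 nm · Schedule – 4 h at 22.5 °C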
# PP1 counter: PP1-alpha phosphatase inhibitors, primary screen, counter-screen for PP5 inhibitor project, biochemical, fluorescence, OMFP substrate, single point | purified PP1alpha | inhibition, % at 6.7 µM | 320,000 compounds, 0.9% hits;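 active = inhibition above the mean inhibition of all tested compounds plus 3 SD, computed separately for each screening campaign, cut at about 15% in these data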
# procasp3 activ: activators of human procaspase-3 D3A mutant, primary screen, biochemical, absorbance, PC-3 D3A mutant, single concentration | AID 463141, 2010 | recombinant procaspase-3 D3A, Ac-DEVD-pNA absorbance 405 nm | Caspase-3 (Homo sapiens), P42574 | 330,000 compounds, 0.11% hits | activation, % at 8.5 µM;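 active = activation above the mean of all tested compounds plus 3 SD, cut at about 21% in these data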;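 also: 0% = DMSO alone and 100% = DMSO wells spiked with extra 5 µM PC-3 D3A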
# Target sequence (P42574 whole entry D9A/D28A/D175A): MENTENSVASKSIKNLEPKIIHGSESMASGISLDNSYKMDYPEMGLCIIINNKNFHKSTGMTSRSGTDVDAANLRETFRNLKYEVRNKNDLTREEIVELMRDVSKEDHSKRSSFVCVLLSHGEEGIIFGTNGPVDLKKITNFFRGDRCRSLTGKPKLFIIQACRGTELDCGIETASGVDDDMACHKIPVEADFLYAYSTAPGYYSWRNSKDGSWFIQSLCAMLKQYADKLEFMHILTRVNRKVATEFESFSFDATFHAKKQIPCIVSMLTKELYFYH
#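 Assay system: Autoprocessing-dead procaspase-3 D3A mutant enzyme; also added: Ac-DEVD-pNA; doses: one concentration, 8.5 µM nominal, 0.8% DMSO; times: 1 h compound preincubation, 2 h substrate hydrolysis at 25 °C; technique: 405 nm absorbance of p-nitroaniline, reads at 0 and 120 min; measure: % activation between DMSO and enzyme-spiked controls; repeats: single replicate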
# Efflux pump mplx: inhibitors of Candida efflux pumps in yeast, primary screen, S. cerevisiae, Nile Red, multiplex; S. cerevisiae Candida pump triplex; inhibition, % at 10 µM; 330,000 compounds, 0.44% hits; AID 485275, 2010;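 active = plate passing quality check with inhibition over a set limit, or well fluorescence over plate mean plus 4 SD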;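 also: Nile Red retained in pooled yeast measured as flow cytometry median fluorescence; 0% = buffer negative control and 100% = Enniatin B positive control; higher means more Nile Red kept so more efflux inhibition; some compounds called inactive have numbers as strong as hits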
# Starred values were filed as active, the others as inactive; x = not tested or not shown.
SMILES,PP5 inh,Fh CTSL1 inh,procasp7 counter,TPT1 inhibitor,GASC-1 inh,HCV core dimer,PP1 counter,procasp3 activ,Efflux pump mplx
O=C(NCc1ccccc1)c1c[nH]c2ccccc2c1=O,-1.5,5,-6,-2,-2,0,3,5,0.0
Cc1cccc(NC(=O)CSc2nc(=O)n3ccccc3n2)c1C,0.4,-1,4,-1,38,1,-3,-6,0.0
O=C(/C=C/c1ccc(-c2ccccc2[N+](=O)[O-])o1)c1ccc(F)cc1,4.0,6,-9,2,-6,10,-1,-7,0.0
CC(=O)Nc1ccc(NC(=O)c2cc(-c3ccc(C)c(C)c3O)n[nH]2)cc1,0.7,-4,-2,2,11,3,7,2,0.0
O=C(COc1ccc(S(=O)(=O)N2CCc3ccccc32)cc1Cl)NCc1ccccn1,1.5,2,4,0,-3,2,0,2,0.0
OC[C@@H](O)[C@@H](O)[C@H](O)[C@@H](O)CO,0.8,-1,-1,-1,x,1,-10,3,0.0
COCCNC(=O)CN(C(=O)Cn1nnc2ccccc21)c1ccc(F)c(Cl)c1,0.7,3,2,-1,27,-9,0,3,-0.2
O=c1cc(CO)oc(CN2CCN(Cc3ccccc3)CC2)c1O,0.6,1,2,-5,1,-3,-3,-3,-0.2
O=C(CSc1ncccn1)c1ccccc1Br,2.9,-1,-17,10,-8,8,1,-21,0.0
COc1ccccc1-n1c(C)c(C(=O)O)c2cc(OC)c3ccccc3c21,4.9,3,0,-1,0,2,-1,-5,-0.2
COc1cccc(CNC(=O)Cc2ccc(NC(=O)C3=C(C)OCCS3)cc2)c1,0.3,2,-3,1,4,28,1,1,0.0
O=C(COc1ccccc1Cl)Nc1cccc(S(=O)(=O)NC2=NCCCCC2)c1,1.2,0,7,0,2,1,-8,8,-0.1
CC(C)Cc1nnc(NC(=O)Cc2ccc([N+](=O)[O-])cc2)s1,-2.0,-1,-2,1,1,0,-1,-4,0.0
O=c1c2ccccc2nnn1COc1cccc(Cl)c1,-1.2,-1,3,-1,10,0,-4,3,0.1
O=C(Nc1cccc(S(=O)(=O)N2CCCCC2)c1)c1ccco1,-0.8,x,19,x,0,x,-7,6,0.2
O/N=C/c1cc(Br)cs1,-1.0,-3,2,3,2,3,1,-5,0.0
C(=N\Nc1nc(N2CCOCC2)nc(N2CCOCC2)n1)/c1ccco1,0.1,3,-1,2,0,0,-1,16,0.0
Cc1cccc(N(CC(O)CON=C2c3ccccc3-c3ccccc32)S(C)(=O)=O)c1 (stereo unspecified),5.9,0,6,0,21,-5,1,12,-0.1
COc1cc2c3nnc(-c4ccccc4)c-3cn(Cc3ccccc3F)c2cc1OC,0.8,5,13,6,-1,12,6,6,0.1
CCN1CCN(C(=O)c2ccc3c(c2)N(Cc2ccccc2)C(=O)c2ccccc2S3=O)CC1 (stereo unspecified),3.9,-1,12,2,-3,-15,-5,8,0.2

# Quoted from the listing, 14 compounds:
SMILES,PP5 inh,Fh CTSL1 inh,procasp7 counter,TPT1 inhibitor,GASC-1 inh,HCV core dimer,PP1 counter,procasp3 activ,Efflux pump mplx
O=C(NCc1ccccc1)c1c[nH]c2ccccc2c1=O,-1.5,5,-6,-2,-2,0,3,5,0.0
Cc1cccc(NC(=O)CSc2nc(=O)n3ccccc3n2)c1C,0.4,-1,4,-1,38,1,-3,-6,0.0
O=C(/C=C/c1ccc(-c2ccccc2[N+](=O)[O-])o1)c1ccc(F)cc1,4.0,6,-9,2,-6,10,-1,-7,0.0
CC(=O)Nc1ccc(NC(=O)c2cc(-c3ccc(C)c(C)c3O)n[nH]2)cc1,0.7,-4,-2,2,11,3,7,2,0.0
O=C(COc1ccc(S(=O)(=O)N2CCc3ccccc32)cc1Cl)NCc1ccccn1,1.5,2,4,0,-3,2,0,2,0.0
OC[C@@H](O)[C@@H](O)[C@H](O)[C@@H](O)CO,0.8,-1,-1,-1,x,1,-10,3,0.0
COCCNC(=O)CN(C(=O)Cn1nnc2ccccc21)c1ccc(F)c(Cl)c1,0.7,3,2,-1,27,-9,0,3,-0.2
O=c1cc(CO)oc(CN2CCN(Cc3ccccc3)CC2)c1O,0.6,1,2,-5,1,-3,-3,-3,-0.2
O=C(CSc1ncccn1)c1ccccc1Br,2.9,-1,-17,10,-8,8,1,-21,0.0
COc1ccccc1-n1c(C)c(C(=O)O)c2cc(OC)c3ccccc3c21,4.9,3,0,-1,0,2,-1,-5,-0.2
COc1cccc(CNC(=O)Cc2ccc(NC(=O)C3=C(C)OCCS3)cc2)c1,0.3,2,-3,1,4,28,1,1,0.0
O=C(COc1ccccc1Cl)Nc1cccc(S(=O)(=O)NC2=NCCCCC2)c1,1.2,0,7,0,2,1,-8,8,-0.1
CC(C)Cc1nnc(NC(=O)Cc2ccc([N+](=O)[O-])cc2)s1,-2.0,-1,-2,1,1,0,-1,-4,0.0
O=c1c2ccccc2nnn1COc1cccc(Cl)c1,-1.2,-1,3,-1,10,0,-4,3,0.1

# (next part)
SMILES,PP5 inh,Fh CTSL1 inh,procasp7 counter,TPT1 inhibitor,GASC-1 inh,HCV core dimer,PP1 counter,procasp3 activ,Efflux pump mplx
CCN=C(NCC)SC1CC(=O)N(c2ccccc2)C1=O (stereo unspecified),3.4,-5,-1,-4,-19,4,-6,2,0.0
O=C(CC1SCCNC1=O)Nc1cc(Cl)cc(Cl)c1 (stereo unspecified),1.3,0,-2,0,3,-5,0,6,-0.1
Cc1ccc(CNC(=O)c2c(-c3ccccc3Cl)noc2C)cc1,2.0,1,0,-1,36,-3,1,-4,1.2
CC1CCCN(C(=O)c2cccc(S(=O)(=O)N3CCCC3)c2)C1 (stereo unspecified),-0.2,x,-6,x,-7,x,-5,0,-0.1
CCC(=O)NCCNc1nc2cc(C)c(C)cc2cc1C#N,-0.8,-3,3,-4,7,-2,-2,4,0.1
Cc1cc(C)cc(N=Cc2ccc([N+](=O)[O-])s2)c1,-0.3,4,13,-3,6,-7,-2,1,-0.5
COc1ccc(NC(=S)N2CCC(NC(=O)c3ccc(OC)cc3)CC2)cc1,1.9,1,-9,-2,1,-4,2,-2,0.8
Cc1nc2ccccc2c(=O)n1NC(=O)c1cc(Br)ccc1Cl,2.1,-4,2,-4,9,-3,-1,-1,0.0
CCC(C)(C(=O)NC1CCCCC1)N(Cc1ccco1)C(=O)Cc1cccs1 (stereo unspecified),1.2,-1,-4,0,0,1,-2,9,0.1
O=c1oc2ccccc2cc1C1=Nn2c(nnc2-c2cccnc2)SC1,1.5,2,2,0,7,-3,-2,5,-0.1
O=C(CSc1ncccn1)N/N=C/c1cccs1,1.1,7,-4,-2,-27,-1,-1,-1,-0.2
COC(=O)C1CCN(C(=O)C2CCCCC2)CC1,0.3,-2,-9,0,5,-4,-2,9,0.0
COC(=O)c1oc2ccccc2c1NC(=O)CN1CCCC1,-0.8,-4,6,1,2,-4,-5,-3,0.0
CCOC(=O)NC(=O)/C(C#N)=C\NNc1ncc(C(F)(F)F)cc1Cl,2.5,-1,2,-3,-2,-4,-4,-1,0.3
Cc1ccc(-n2c(SCC(=O)N3CCOCC3)nc(O)c(Cc3ccccc3)c2=O)cc1,1.4,1,5,-1,2,13,-1,4,0.0
COc1cc2c(cc1OC)CN(C(=O)CCOc1ccccc1)CC2,-0.4,1,10,-1,2,9,-4,4,0.1
O=C(Nc1ccc(N2CCCC2)c(Cl)c1)c1cccc(-c2cc3ccccc3oc2=O)c1,1.5,1,-1,-3,8,45,16*,-6,-1.1
N#Cc1ccc(C(=O)NC2=NCCS2)cc1,-1.8,3,-4,-1,11,2,-3,0,0.0
O=C(Nc1ccccc1)/C(=C/c1ccc(O)cc1)NC(=O)c1ccco1,0.2,6,1,-5,-8,2,-2,-1,-0.1
CC(=O)c1cccc(OC(=O)c2ccc3c(=O)n4c(nc3c2)CCC4)c1,1.4,-1,-6,3,-10,-2,-3,1,0.3
Cc1cc(C)c(S(=O)(=O)NCc2nc3nc(C)cc(C)n3n2)c(C)c1,0.9,2,12,3,15,-2,-2,1,-0.1
Cc1nn(-c2ccccc2)c(C)c1C=O,-0.9,-3,4,-2,7,-1,-4,-3,-0.1
COC(=O)c1ccc(NC(=O)CSc2nc3ccccc3c(=O)[nH]2)cc1,1.4,-4,6,0,1,1,0,6,-0.1
Cc1nnc(NC(=O)c2cc(-c3ccncc3)nc3c(C)cccc23)s1,-0.8,4,3,0,0,37,3,-11,-0.2
COc1ccccc1C(CNC(=O)c1ccc(S(=O)(=O)NCc2ccco2)cc1)N(C)C (stereo unspecified),1.2,1,-5,-4,3,-8,-2,6,-0.2
CCN1C(=O)CSC1=Nc1cccc(C(=O)O)c1,0.2,0,5,1,2,1,-3,2,0.0
CC(=O)N1CCOc2ccc(S(=O)(=O)N3CCC(C)CC3)cc21,-2.8,2,-4,1,-10,-5,-3,3,0.1
COC(=O)[C@@H]1C[C@@H]2CC[C@@H](O)C[C@@H]2N1Cc1ccc(N2CCN(C)CC2)cc1,2.5,-2,-6,0,x,-3,2,-1,0.2
CCCCCCOC(=O)NCC(O)c1ccccc1 (stereo unspecified),3.2,0,-4,-1,11,-3,-1,12,0.0
Cn1c(=O)cc(N2CCCCC2)[nH]c1=O,-0.9,1,-3,-6,11,-7,-1,8,-0.1
Cc1onc(-c2ccccc2)c1NC(=O)N(Cc1ccccc1)C(C)C,-2.2,2,-7,5,-48,1,0,-3,0.4
CC(=O)Nc1ccc(Oc2cc(NC(C)=O)cc([N+](=O)[O-])c2)cc1,1.6,-1,2,2,8,-2,-2,4,0.1
CCCn1c(=O)c2ccccc2n2c(SCCOc3ccc(C)cc3)nnc12,1.1,-3,5,-1,7,8,-5,1,0.0
O=C(CSc1ccccn1)Nc1ccc2c(c1)CCC2,1.7,-1,11,-1,0,0,2,6,-0.1
COc1cc2c(C#N)c(N3CCCCC3)nc(N)c2c(N)n1,5.2,2,1,11,4,19,2,5,0.0
